GSTO1 inh: blocks human GSTO1 in RBBP9 counter-screen; P78417; recombinant GSTO1, activity-based probe fluorescence polarization; inhibition, % at 5.96 µM; 300,000 compounds, 1.1% hits; AID 1974;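 active = inhibition above the campaign mean inhibition plus 3 SD, cut at about 35% in these data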;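 also: 0% = GSTO1-1 with DMSO and 100% = wells lacking GSTO1-1 enzyme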
LYPLA2 inh: blocks human lysophospholipase 2, a PME1 counter-screen; recombinant LYPLA2, FP-Rh probe fluorescence polarization; O95372; inhibition, % at 5.9 µM; 320,000 compounds, 0.38% hits;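 active = inhibition above the screen-wide mean plus 3 SD, limit set per campaign, cut at about 26% in these data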;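 also: 0% = LYPLA2 with DMSO and 100% = wells lacking LYPLA2 enzyme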
Target sequence (O95372 whole entry, looked up): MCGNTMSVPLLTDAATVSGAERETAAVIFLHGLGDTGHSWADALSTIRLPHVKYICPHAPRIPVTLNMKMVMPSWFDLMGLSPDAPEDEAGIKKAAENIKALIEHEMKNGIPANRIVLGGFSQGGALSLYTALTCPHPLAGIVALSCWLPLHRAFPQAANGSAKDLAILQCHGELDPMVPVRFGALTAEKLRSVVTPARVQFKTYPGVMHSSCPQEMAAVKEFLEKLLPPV
LYPLA1 counter: LYPLA1 (human) inhibition in PME1 counter-screen. recombinant LYPLA1, FP-Rh probe fluorescence polarization. inhibition, % at 5.9 µM. 320,000 compounds, 0.16% hits. AID 2174;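 active = inhibition above the mean of all tested compounds plus 3 SD, set per campaign, cut at about 14% in these data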;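 also: inhibitors block serine hydrolase probe labeling of LYPLA1 so polarization falls; 0% = enzyme with DMSO and 100% = wells lacking LYPLA1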
Target sequence (O75608 whole entry, looked up): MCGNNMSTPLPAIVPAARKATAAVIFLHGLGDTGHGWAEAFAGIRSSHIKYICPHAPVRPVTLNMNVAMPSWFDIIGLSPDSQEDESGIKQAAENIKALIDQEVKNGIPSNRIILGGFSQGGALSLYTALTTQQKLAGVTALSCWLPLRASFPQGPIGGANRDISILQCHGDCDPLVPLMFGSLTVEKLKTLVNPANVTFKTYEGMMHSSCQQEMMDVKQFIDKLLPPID
PAFAH2 inh: PAFAH2 (human) inhibition; Q99487; recombinant PAFAH2, FP-rhodamine activity probe, fluorescence polarization; inhibition, % at 3.39 µM; 340,000 compounds, 0.99% hits;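 active = inhibition above the mean over all tested compounds plus 3 SD, cut at about 30% in these data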;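 also: inhibitors block probe labeling of enzyme so polarization drops; 0% = enzyme with DMSO and 100% = wells lacking PAFAH2 protein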
EBNA-1 inh: blocks EBNA-1 binding to DNA. EBNA-1 DNA binding, fluorescence polarization. inhibition, % at 14.8 µM. 300,000 compounds, 0.34% hits; in the data active = inhibition above about 28%
PREPL inh: inhibitors of human prolyl oligopeptidase-like enzyme PREPL; Q4J6C6; AID 2751; inhibition, % at 5.96 µM; recombinant PREPL, fluorescence polarization activity-based probe; 320,000 compounds, 0.68% hits; in the data active = inhibition above about 43%;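 also: 0% = enzyme with DMSO and 100% = wells lacking enzyme; many of its hits are not listed in these tables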
ZTA DNA inh: ZTA (EBV) inhibition in EBNA-1 counter-screen | P03206 | ZTA-DNA binding, fluorescence polarization | inhibition, % at 11 µM | 320,000 compounds, 0.15% hits | AID 2234; in the data active = inhibition above about 33%
PAD4 FP inh: PAD4 (human) enzyme inhibition. recombinant PAD4, RCA probe fluorescence polarization. AID 485272. 330,000 compounds, 0.41% hits. inhibition, % at 6.36 µM;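 active = percent inhibition above a cutoff equal to the mean of all tested compounds plus 3 SD, cut at about 15% in these data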;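 also: 0% = PAD4 with RCA probe and DMSO and 100% = probe without PAD4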
Target sequence (Q9UM07 whole entry, looked up): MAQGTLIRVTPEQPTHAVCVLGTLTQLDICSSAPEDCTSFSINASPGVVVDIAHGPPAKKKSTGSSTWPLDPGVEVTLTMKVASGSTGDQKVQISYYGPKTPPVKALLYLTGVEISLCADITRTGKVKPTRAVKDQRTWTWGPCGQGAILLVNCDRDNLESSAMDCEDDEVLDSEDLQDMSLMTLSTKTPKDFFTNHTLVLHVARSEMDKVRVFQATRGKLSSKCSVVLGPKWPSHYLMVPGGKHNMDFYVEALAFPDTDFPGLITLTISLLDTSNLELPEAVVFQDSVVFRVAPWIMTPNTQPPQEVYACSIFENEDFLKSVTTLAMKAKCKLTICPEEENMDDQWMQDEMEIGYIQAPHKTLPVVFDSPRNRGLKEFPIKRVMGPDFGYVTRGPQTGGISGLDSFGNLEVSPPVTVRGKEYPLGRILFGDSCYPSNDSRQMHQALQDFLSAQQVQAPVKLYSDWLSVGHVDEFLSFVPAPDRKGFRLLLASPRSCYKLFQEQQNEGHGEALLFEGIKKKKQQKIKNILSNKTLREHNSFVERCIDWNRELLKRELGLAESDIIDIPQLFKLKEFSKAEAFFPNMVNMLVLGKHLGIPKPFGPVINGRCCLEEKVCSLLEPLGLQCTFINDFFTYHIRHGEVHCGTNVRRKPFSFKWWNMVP
PAFAH1B3 FP inh: inhibitors of human PAFAH1B3; Q15102; recombinant PAFAH1B3, FP-rhodamine probe, fluorescence polarization; inhibition, % at 3.39 µM; 340,000 compounds, 0.28% hits;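 active = inhibition above the screen-wide average of all tested compounds plus 3 SD, cut at about 25% in these data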;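 also: 0% = enzyme with DMSO only and 100% = wells lacking PAFAH1B3 protein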
Numbers without * were called inactive; · = not tested or not shown. A portion of the library. The share of hits here may be higher or lower than overall.

SMILES	GSTO1 inh	LYPLA2 inh	LYPLA1 counter	PAFAH2 inh	EBNA-1 inh	PREPL inh	ZTA DNA inh	PAD4 FP inh	PAFAH1B3 FP inh
CCOc1ccccc1C1C(C#N)=C(N)SC(N)=C1C#N	-5.3	-8.1	-9.6	-30.3	-7.2	4.9	4.2	-6.7	-18.0
Cc1ccc(C(=O)Nc2nnc(C)s2)o1	7.4	-1.5	-1.6	3.0	4.6	7.2	16.6	2.4	12.3
COc1ccc(-c2cn(-c3ccc(C)cc3)c(=O)n2CC(=O)Nc2cccc(F)c2)cc1	-1.7	0.3	-12.0	-8.9	4.0	0.6	7.9	-2.7	0.9
O=C(c1cccc(S(=O)(=O)N2CCCC2)c1)N1CCN(c2ccccc2)CC1	-2.9	1.2	-1.4	-0.3	3.6	13.1	3.5	-0.5	4.7
Cc1ccc(C(=O)Nc2ccc(S(=O)(=O)Nc3cnc4ccccc4n3)cc2)cc1	-10.0	0.6	-2.7	-1.3	4.1	3.3	6.3	-4.3	-8.0
CN(C)CCCN=Cc1c(-c2ccccc2)[nH]n(-c2nc3ccccc3s2)c1=O	-30.1	-10.1	-5.6	19.4	-0.8	6.8	10.4	-10.0	-5.9
Cc1ccc(S(=O)(=O)NC(CC(C)C)C(=O)NCc2ccco2)cc1 (stereo not drawn)	3.6	0.7	-0.4	7.1	0.6	15.0	-14.1	-1.0	-0.8
CCN(CC)C(=O)COc1c(-c2ccco2)oc2ccccc2c1=O	1.1	-3.6	-2.0	3.8	4.3	-2.6	8.5	1.6	3.4
CCn1nnnc1SCC(=O)N1c2ccccc2CCc2ccccc21	2.9	-3.0	-0.8	-0.2	1.4	-8.0	7.1	1.2	8.2
CCc1c(C)c(C#N)c2nc3ccccc3n2c1NCc1ccco1	-11.9	-3.5	-1.1	15.4	-3.6	13.1	-1.1	-10.6	6.8
O=C(N/N=C/c1cn(-c2ccccc2)nc1-c1ccc2c(c1)OCCO2)c1ccncc1	-4.2	-31.1	-21.6	-19.5	4.0	-4.3	4.7	1.6	-0.3
CCCCc1cc(=O)oc2cc(C)cc(OCC(=O)NCc3cccnc3)c12	3.2	3.7	1.9	3.7	-4.4	7.1	6.0	2.1	6.5
O=C(COC(=O)/C=C/c1ccco1)NCc1ccc2c(c1)OCO2	-4.3	6.9	3.4	28.5	3.3	-1.7	-2.8	-0.5	1.2
NNC(=O)c1cncn1-c1ccc(F)cc1	3.1	5.7	-0.8	-4.0	-6.4	-0.9	-10.2	-5.3	3.9
COc1ccc(NC(C)=O)cc1S(=O)(=O)NC(Cc1ccccc1)C(=O)O (stereo not drawn)	4.7	-3.2	-3.4	4.5	-3.5	-13.0	-2.2	-3.5	6.3
COc1ccc(Cl)cc1NC(=O)CN(C)C(=O)c1ccc(COc2ccccc2)cc1	2.8	-4.2	-2.8	3.3	2.6	-3.8	9.1	-1.9	-4.3
c1ccc2[nH]c(-c3cnco3)cc2c1	14.2	-1.2	-0.2	-6.9	0.5	6.2	-6.1	-15.8	8.7
Cc1ccc(N=Nc2c(=O)[nH]n3c(C)cc(C)nc23)cc1	7.7	-1.1	-0.1	-0.7	-23.8	14.9	23.4	-9.7	9.4
CC1=C(CCN2CCN(C3CCCC3)C(CCO)C2)C(C)(C)CCC1 (stereo not drawn)	5.7	-1.6	0.8	2.7	-0.3	10.4	-10.2	-0.5	5.8
O=C(CSc1ncccn1)N/N=C/c1cccs1	-3.7	2.2	-0.1	-0.1	6.9	20.3	-2.4	-3.5	2.1

Exported field by field: entries from further up.
Cc1ccc(C(=O)Nc2nnc(C)s2)o1
  GSTO1 inh = 7.4; LYPLA2 inh = -1.5; LYPLA1 counter = -1.6; PAFAH2 inh = 3.0; EBNA-1 inh = 4.6; PREPL inh = 7.2; ZTA DNA inh = 16.6; PAD4 FP inh = 2.4; PAFAH1B3 FP inh = 12.3
COc1ccc(-c2cn(-c3ccc(C)cc3)c(=O)n2CC(=O)Nc2cccc(F)c2)cc1
  GSTO1 inh = -1.7; LYPLA2 inh = 0.3; LYPLA1 counter = -12.0; PAFAH2 inh = -8.9; EBNA-1 inh = 4.0; PREPL inh = 0.6; ZTA DNA inh = 7.9; PAD4 FP inh = -2.7; PAFAH1B3 FP inh = 0.9
O=C(c1cccc(S(=O)(=O)N2CCCC2)c1)N1CCN(c2ccccc2)CC1
  GSTO1 inh = -2.9; LYPLA2 inh = 1.2; LYPLA1 counter = -1.4; PAFAH2 inh = -0.3; EBNA-1 inh = 3.6; PREPL inh = 13.1; ZTA DNA inh = 3.5; PAD4 FP inh = -0.5; PAFAH1B3 FP inh = 4.7
Cc1ccc(C(=O)Nc2ccc(S(=O)(=O)Nc3cnc4ccccc4n3)cc2)cc1
  GSTO1 inh = -10.0; LYPLA2 inh = 0.6; LYPLA1 counter = -2.7; PAFAH2 inh = -1.3; EBNA-1 inh = 4.1; PREPL inh = 3.3; ZTA DNA inh = 6.3; PAD4 FP inh = -4.3; PAFAH1B3 FP inh = -8.0

The list goes on.
SMILES	GSTO1 inh	LYPLA2 inh	LYPLA1 counter	PAFAH2 inh	EBNA-1 inh	PREPL inh	ZTA DNA inh	PAD4 FP inh	PAFAH1B3 FP inh
COc1cc(O)c2c(=O)c3c(O)ccc(O)c3oc2c1	·	·	·	5.8	·	22.6	·	-10.4	3.7
Cc1cccc(NC(=O)Cn2cnc(S(=O)(=O)N3CCCC3)c2)c1C	7.4	10.6	-2.5	-8.2	15.0	2.9	1.9	-8.3	3.0
CCOC(=O)C1=C(C)N(C)C(=O)NC1c1ccc2c(c1)OCO2 (stereo not drawn)	3.5	7.4	5.4	-0.9	-18.0	5.1	-25.1	-6.1	1.8
O=C(c1cc2cc(Cl)ccc2[nH]1)N1CCN(Cc2ccc3c(c2)OCO3)CC1	-0.2	9.2	1.8	-0.7	-6.1	8.2	-2.0	-1.5	5.7
C=CCn1c(=O)c(C(=O)NCCNCC)c(O)c2ccccc21	11.2	3.3	0.2	0.4	-2.6	13.8	-18.7	2.4	4.3
CCOC(=O)c1cc(-c2ccc(C)cc2)nc2nc(SC)[nH]c(=O)c12	-11.4	3.3	2.9	-2.8	8.7	-11.4	-2.4	1.6	-1.8
COc1ccc(OCC#CCn2ccnc2)cc1	-5.3	6.7	-1.6	6.1	-1.4	4.5	-4.5	-0.2	3.0
O=[N+]([O-])c1cccc(C=Nc2cc3c(cc2Br)OCCO3)c1	13.0	4.2	-2.8	8.0	7.0	-3.4	-5.1	0.7	-1.4
CN(CC(=O)Nc1cccc(F)c1)C(=O)c1sc2ccccc2c1Cl	·	-10.1	-5.3	2.5	·	-8.3	-7.8	-3.3	-13.3
Cc1noc(C)c1-c1ccc2nc[nH]c(=O)c2c1	7.4	-3.2	0.9	-4.7	-1.9	-0.2	5.8	-3.6	5.8
COC(=O)c1ccc(CSC(=N)N)o1	7.6	6.3	2.9	2.2	-3.2	9.0	2.0	0.7	8.1
CCOC(=O)C1CCN(C(=O)COc2ccc(S(=O)(=O)NC(C)(C)C)cc2)CC1	3.4	-1.9	1.2	2.1	5.8	-2.5	-11.7	6.0	-4.5
Cc1ccc(N2C(=O)C3ON(c4ccccc4)C(CC(C)C)C3C2=O)cc1 (stereo not drawn)	-3.5	4.9	1.9	4.7	-8.0	0.7	2.0	-3.6	-0.3
O=C(CSc1nnnn1C1CCCC1)Nc1ccc2c(c1)OCO2	-9.3	-6.0	-0.3	-4.1	2.7	-1.4	-0.5	3.1	1.4
O=c1cc(N2CCCC2)c(-c2ccccc2)n[nH]1	9.0	7.5	3.7	·	4.1	6.0	1.7	-2.3	·
COc1cc(NC(=O)C2CCCN(c3ncnc4c3nc3n4CCCCC3)C2)cc(OC)c1OC (stereo not drawn)	0.1	-3.6	-2.3	9.3	-5.5	11.9	-9.7	-1.9	1.3
O=C(N/N=C/c1sc(N2CCOCC2)nc1-c1ccccc1)c1ccccc1F	1.2	3.5	1.1	·	-0.8	-8.6	-0.5	-1.2	·
Cc1c(N/C(=N/S(=O)(=O)c2ccccc2)c2ccc(Cl)cc2)c(=O)n(-c2ccccc2)n1C	1.1	2.6	2.3	-1.3	6.4	7.5	5.4	-1.2	3.0
CC(C)n1cnc2c(NCc3ccccc3)cc(Cc3ccc(F)cc3)cc21	·	2.1	-1.5	16.7	·	13.3	8.5	-2.1	6.5
COc1cccc(OCCNC(=O)c2cc(OC)c(OC)c(OC)c2)c1	4.9	3.3	3.8	12.3	2.8	-2.8	10.5	2.4	7.4
COc1ccc(-n2c(C)cc(C=O)c2C)cc1Cl	-1.3	2.1	-0.2	-1.4	15.4	-1.0	16.2	4.8	4.8
COc1ccc(/C=N/N(C)C2=NS(=O)(=O)c3ccccc32)cc1OC	-1.3	3.0	1.9	31.8*	-18.6	7.8	8.5	-5.0	16.1
CCOC(=O)N1CCN(C(=O)c2ccc3c(=O)n(CCc4ccccc4)c(=S)[nH]c3c2)CC1	10.7	5.5	-4.6	10.0	6.6	10.6	-13.4	4.3	9.5
COc1ccc(NC(=S)N2CCc3cc(OC)c(OC)cc3C2)cc1	-1.2	-0.8	-2.5	-1.2	-10.8	13.5	1.9	-0.8	7.9
COc1ccc(OC)c(Nc2nc(N)nc(-c3cc4ccccc4o3)n2)c1	-2.1	1.0	0.2	-7.8	-17.2	19.8	-2.9	-1.2	-3.1
CC(C)OP(=O)(c1ccc(N(C)C)cc1)C(O)c1ccccc1 (stereo not drawn)	4.5	-2.8	0.4	4.1	10.1	-9.6	0.8	7.2	5.5
Cc1ccc2nc(-c3sc4nc(C)cc(C)c4c3N)[nH]c2c1	-1.8	9.2	14.9*	1.2	-5.6	72.8*	4.8	-1.4	3.9
COCc1[nH][nH]c(=O)c1C=Nc1ccc(Cl)cc1	-0.1	5.2	0.8	-4.5	-1.3	2.0	5.5	-2.9	5.2
CCC1Sc2ccccc2N(CC(=O)NC2CCCCC2)C1=O (stereo not drawn)	4.2	7.9	3.6	5.7	-6.1	-3.3	-26.1	0.6	4.4
COc1ccc(S(=O)(=O)N2CCCCC2)cc1N(C)S(=O)(=O)c1ccccc1	-0.2	3.2	0.5	3.1	-4.0	4.8	-1.0	-3.0	8.1
O=C(CCN1C(=O)S/C(=C\c2cccs2)C1=O)Nc1nccs1	-9.7	-4.0	1.1	-18.1	5.0	16.9	-0.9	0.0	-7.7
COc1ccccc1-c1nc(C#N)c(N2CC(C)CC(C)C2)o1 (stereo not drawn)	11.4	7.8	1.0	0.0	10.2	25.1	-0.1	-0.2	9.6
COc1ccc(-n2ncc3c(N4CCC(C)CC4)ncnc32)cc1	5.1	-5.8	-3.2	2.1	1.7	-1.1	-2.3	-4.4	-2.1
COc1cc(C(=O)Nc2nc3ccccc3s2)ccc1OCc1c(C)noc1C	-3.7	-35.8	-15.0	-19.1	10.1	6.4	7.1	-2.9	-8.5
CC(=O)N(CC(=O)O)c1ccccc1	3.7	-2.7	0.5	5.1	1.1	4.3	23.0	0.5	7.2
COc1ccccc1NC(=O)NC1(C(=O)N2CCC(O)CC2)CCCCC1	2.0	-3.8	-0.5	-0.1	6.7	-3.5	-2.0	-7.8	7.4
Cn1c(SCC(=O)N2CCc3ccccc32)nc2cccnc21	-3.1	5.8	-1.4	2.3	7.2	-0.7	1.3	-1.1	7.1
O=C(Nc1cccc(NC(=O)c2cccc([N+](=O)[O-])c2)n1)c1cccc([N+](=O)[O-])c1	-5.3	4.8	1.0	-11.2	-16.9	12.2	-11.8	2.3	-3.9
Cc1ccc(S(=O)(=O)N2CCN(C(=O)CSc3nnc(-c4ccco4)o3)CC2)cc1	0.1	-0.8	-3.1	-8.7	-1.5	7.3	3.0	-1.6	-4.4
COc1cc(-c2nnc(COC(=O)CSc3cc(C)c4ccccc4n3)o2)cc(OC)c1OC	-6.1	0.6	1.8	4.2	-4.2	14.8	15.4	1.8	7.5
NS(=O)(=O)c1ccc(CNC(=O)c2ccc(Br)o2)cc1	7.3	-2.6	2.3	-1.8	5.4	11.2	-3.9	2.7	3.2
COc1ccc(N2CCN(C(=O)CCNS(=O)(=O)c3ccc(C)cc3)CC2)cc1	-2.0	6.2	1.9	2.1	-5.5	-3.0	6.2	-4.5	10.1
